HTRA1 inh – blocks human HTRA1 serine peptidase; Q92743; recombinant HTRA1, FP-rhodamine activity-based probe, fluorescence polarization; inhibition, % at 5.96 µM; 340,000 tested, 0.5% active; in the data active = inhibition above about 36%;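 note: 0% = enzyme with DMSO and 100% = wells lacking enzyme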
LEDGF integ inh – blocks HIV-1 LEDGF/p75-dependent DNA integration; TR-FRET IN-LEDGF/p75 DNA integration, Eu/Cy5; inhibition, % at 3.7 µM; 370,000 tested, 0.64% active;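 active = inhibition above the screen-wide mean plus 3 SD, cut at about 13% in these data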;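 note: signal is the Cy5 over europium emission ratio at 671 and 618 nm; 0% = plate median of compound wells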
Rev-erbA mod – modulates human Rev-erb alpha binding to DNA | Rev-erbα–FITC-DNA binding, fluorescence polarization, 90 min | 370,000 tested, 0.79% active | AID 1259318 | P20393 | activity, % at 10 µM;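 active = activity above about 14%, limit read from the data; passing the limit was not always enough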;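 note: 0% = DMSO wells with 35 nM protein and 100% = DMSO wells with 750 nM protein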
UHRF1 MBD2 ctr – blocks human UHRF1 binding to methylated DNA; Q96T88; UHRF1 binding to methylated oligo, TR-FRET; inhibition, % at 4.4 µM; 370,000 tested, 0.75% active; AID 687016; in the data active = inhibition above about 21%;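 note: UHRF1 SRA domain binding a hemimethylated CpG hairpin DNA probe; 0% = median of test compound wells and 100% = reference inhibitor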
TCR-CD3 inh – human TCR-CD3 binding inhibition. 360,000 tested, 0.37% active. inhibition, % at 9.4 µM. TAMRA-labeled TCR probe fluorescence, biochemical. AID 651800; in the data active = inhibition above about 19%;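 note: recombinant mutant TCR 2C K166C tagged with TAMRA read by polarization; 0% = receptor in buffer alone and 100% = receptor with positive control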
rCAG binder – molecules binding r(CAG) RNA repeats | r(CAG) RNA repeat, TO-PRO-1 dye displacement fluorescence | inhibition, % at 3 µM | 370,000 tested, 1.3% active;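 active = inhibition above the plate cutoff, the mean of all test compounds on that plate plus 3 SD, cut at about 35% in these data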;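 note: 0% = DMSO alone and 100% = 100 µM mitoxantrone as full dye displacement; higher means more dye released from RNA so lower well fluorescence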
mABHD4 FP – inhibitors of mouse ABHD4 | Q8VD66 | 370,000 tested, 0.54% active | inhibition, % at 8.92 µM | purified mABHD4, FP-Rh probe fluorescence polarization;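 active = inhibition exceeding the mean over every tested compound plus 3 SD, cut at about 30% in these data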;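 note: 0% = plate median of compound wells and 100% = S159A mutant with DMSO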
Target sequence (Q8VD66 whole entry, looked up): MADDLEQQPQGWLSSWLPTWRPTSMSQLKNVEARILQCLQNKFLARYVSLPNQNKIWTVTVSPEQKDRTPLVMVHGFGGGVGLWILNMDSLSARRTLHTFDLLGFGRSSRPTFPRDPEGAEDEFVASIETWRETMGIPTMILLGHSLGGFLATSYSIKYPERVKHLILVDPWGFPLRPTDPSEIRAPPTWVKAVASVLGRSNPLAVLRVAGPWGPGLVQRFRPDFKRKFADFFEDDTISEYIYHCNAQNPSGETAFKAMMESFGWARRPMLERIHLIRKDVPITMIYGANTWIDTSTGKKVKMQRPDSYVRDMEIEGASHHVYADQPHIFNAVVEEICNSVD
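Assay system: Wild-type mouse ABHD4 protein | Medium: HEPES pH 7.0 buffer, 150 mM NaCl, 0.01% Pluronic F-127 | Incubation: Enzyme–compound pre-incubation 45 min, then probe 60 min, both 25 °C | Technique: Fluorescence polarization with parallel and perpendicular emission, 525/598 nm | Evaluation: % inhibition of FP-Rh probe binding versus controls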
MBD2 DNA inh – inhibitors of human MBD2 binding to methylated oligonucleotide | Q9UBB5 | TR-FRET | inhibition, % at 4.4 µM | 370,000 tested, 0.31% active | AID 686964; in the data active = inhibition above about 13%
PRMT1 FP inh – inhibitors of human PRMT1 | AID 652257 | inhibition, % at 2.79 µM | 370,000 tested, 1.3% active | Q99873 | recombinant PRMT1, activity-based probe fluorescence polarization;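 active = inhibition above about 21% made by adding two undisclosed values, limit read from the data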
Target sequence (Q99873 whole entry, looked up): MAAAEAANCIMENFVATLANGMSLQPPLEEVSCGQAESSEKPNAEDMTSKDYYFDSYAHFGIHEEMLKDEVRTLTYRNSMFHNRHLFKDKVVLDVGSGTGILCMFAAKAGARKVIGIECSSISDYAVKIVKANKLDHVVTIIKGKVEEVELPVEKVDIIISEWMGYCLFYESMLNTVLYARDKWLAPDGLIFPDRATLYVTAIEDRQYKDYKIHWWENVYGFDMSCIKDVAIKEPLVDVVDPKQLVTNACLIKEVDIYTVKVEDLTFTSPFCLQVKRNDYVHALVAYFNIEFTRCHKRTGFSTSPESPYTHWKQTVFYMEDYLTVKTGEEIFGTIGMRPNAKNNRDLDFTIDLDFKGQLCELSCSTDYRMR
PG9 Ab binder – PG9 antibody binding by small molecule | TR-FRET gp120-PG9 antibody binding | inhibition, % at 6.7 µM | 360,000 tested, 0.43% active; in the data active = inhibition above about 8.5%
An asterisk follows results filed as active; . = not tested or not shown. These rows are one share of the data; the hit share may differ from the screen's.

entry	SMILES	TCR-CD3 inh	MBD2 DNA inh	PRMT1 FP inh	rCAG binder	HTRA1 inh	LEDGF integ inh	mABHD4 FP	PG9 Ab binder	Rev-erbA mod	UHRF1 MBD2 ctr
1	O=C(Nc1ccc(Cl)cn1)c1cc(S(=O)(=O)N2CCCCC2)ccc1Cl	9	-4	1	0	6	0	5	-0.5	-4	-2
2	CC1(C(=O)NS(=O)(=O)C2CC2)CCCN(C(=O)c2cccc(C(F)(F)F)c2)C1 (stereo unspecified)	-1	-1	3	3	.	-2	2	-0.4	4	1
3	N#Cc1cccc(CS(=O)(=O)c2ccc(Cl)cc2)c1	4	-4	-3	1	-2	3	-7	-4.0	0	-3
4	COC(=O)[C@@](C)(O)C1(C(=O)SC(C)(C)C)CC1	4	1	0	6	0	1	3	1.6	-5	1
5	C[C@H](CO)N1C[C@H](C)[C@@H](CN(C)Cc2ccc(C(F)(F)F)cc2)OCc2cnnn2CCCC1=O	3	-6	-2	-1	3	-13	1	-0.4	-9	1
6	Cc1cc(C)cc(NC(=O)c2cccc(NC(=O)c3ccco3)c2)c1	-11	3	4	2	-28	-2	-18	0.9	5	2
7	CNC(=S)N/N=C/c1cc(C)ccc1C	1	6	-6	-3	-1	0	3	-0.9	-1	-2
8	O=C(CCN1C(=O)[C@@H]2Cc3ccccc3CN2C1=O)NCCc1ccccc1	4	-6	-5	-3	-1	3	-4	0.7	-11	3
9	COCCn1c(SCC(=O)N2CCCC2=O)nnc1-c1ccncc1	-6	-2	4	-1	1	-1	3	0.9	-6	2
10	COc1cc(NC(=O)CSc2nnc3c(C)cc4cc(C)cc(C)c4n23)c(C(=O)O)cc1OC	-1	10	6	-3	-1	-9	-18	-2.4	0	7
11	CCOc1cc(CNCCO)ccc1OCC(=O)NC(C)(C)C	-3	-1	1	-2	.	2	-3	-1.5	0	4
12	O=C1C2C(c3ccccc3)=NN(c3ccccc3)C2C(=O)N1c1ccccc1 (stereo unspecified)	7	5	-4	3	-4	-3	1	-0.1	1	1

entry	SMILES	TCR-CD3 inh	MBD2 DNA inh	PRMT1 FP inh	rCAG binder	HTRA1 inh	LEDGF integ inh	mABHD4 FP	PG9 Ab binder	Rev-erbA mod	UHRF1 MBD2 ctr
13	CCc1ccccc1NC(=O)CCS(=O)(=O)c1ccc(C)cc1	-8	-2	3	2	5	-3	6	1.9	-2	2
14	O=C1CCCN1c1ncc(S(=O)(=O)c2ccc([N+](=O)[O-])cc2)s1	5	6	-1	3	8	1	-1	-2.4	1	13
15	COc1ccc(Cl)cc1NC(=O)c1cc(S(=O)(=O)N2CCCC2)cn1C	3	0	-10	3	-1	3	-1	-0.8	-8	0
16	COC1c2ccccc2C(=O)N1CCc1ccc(Cl)cc1 (stereo unspecified)	-5	-5	0	-8	-5	-2	-3	-0.1	-1	-2
17	CCC(C(=O)OC)n1c(-c2ccccc2)nc2ccccc2c1=O (stereo unspecified)	3	-2	-6	-7	-12	1	-14	-1.8	1	1
18	O=C(O)C(c1ccccc1)C1(O)CCCCC1 (stereo unspecified)	-7	-4	12	0	2	-1	0	-0.4	-4	0
19	CCOc1ccc(C2C(C(=O)C3CC3)N3C=C(C#N)C=CC3C2(C#N)C#N)cc1 (stereo unspecified)	-20	-2	4	11	.	-1	11	-0.1	0	-2
20	COc1ccc(N2CCN(CC(=O)Nc3cc(C)on3)CC2)cc1	5	0	0	-5	4	-3	14	0.3	6	4
21	CC(=O)NC(NC(=S)Nc1ccccc1Br)C(Cl)(Cl)Cl (stereo unspecified)	-3	5	6	2	2	6	4	-0.5	-1	14
22	O=c1c(Cl)c(NCCO)ncn1-c1ccccc1	1	-2	2	2	-1	-2	0	1.6	2	4
23	CC1(C)CC(=O)c2cc(OCC(=O)NCCCN3CCN(c4ccc(F)cc4)CC3)ccc2O1	-4	-4	-3	-8	3	-1	1	0.1	-2	-1
24	O=C1CC(c2ccccc2)CC(O)=C1C=NCc1ccccc1Cl (stereo unspecified)	-1	-5	-4	-5	-13	-2	-1	0.8	0	-1

entry	SMILES	TCR-CD3 inh	MBD2 DNA inh	PRMT1 FP inh	rCAG binder	HTRA1 inh	LEDGF integ inh	mABHD4 FP	PG9 Ab binder	Rev-erbA mod	UHRF1 MBD2 ctr
25	N/C(=N\NS(=O)(=O)c1ccccc1)c1ccccn1	1	4	-3	-2	0	0	-6	0.6	-4	-4
26	Cc1c[n+]([O-])n(-c2ccc(C(=O)O)cc2)n1	6	15*	3	4	9	-4	-1	1.6	-4	21
27	O=c1[nH]c(Cc2ccccc2Cl)nc2ccccc12	-2	7	4	-6	-4	-5	-6	-1.3	-1	1
28	Cc1ccc(NC(=O)N2CCC(c3nc4ccc(Cl)cc4[nH]3)CC2)cc1F	.	-6	-4	3	.	0	-12	.	0	2
29	Nn1c(SCc2ccccc2F)nnc1-c1ccccn1	-5	5	6	-3	.	1	-2	3.7	3	1
30	CCOC(=O)C1CCN(C(=O)COc2ccc3c(C)cc(=O)oc3c2)CC1	6	7	4	0	4	0	-13	1.3	7	2
31	CC1(C)ON=C(c2cccc(F)c2)NC1=O	-1	0	-5	0	.	4	0	-0.4	-8	-2
32	Cc1ccc(NC(=S)/N=C(\N)Nc2nc(C)c3cc(C)c(C)cc3n2)cc1C	0	2	-2	24	-30	2	-4	-1.8	27*	-3
33	COC(=O)c1cc(N2C(=O)C3C4C=CC(CC4)C3C2=O)ccc1Cl (stereo unspecified)	7	0	-4	-5	3	-1	-1	-1.2	-3	-1
34	Cc1cc(=O)oc2cc(OCc3nnc(-c4ccccc4Br)o3)ccc12	8	-1	0	0	3	-1	0	0.2	-1	-2
35	C#CCNC(=O)C[C@H]1C[C@@]2(C(=O)OC)C(=C[C@H](C(C)(C)C)O[C@@H]2C)N(CCc2ccc(OC)c(OC)c2)C1=O	0	-7	1	-2	.	0	2	0.8	2	1
36	N#CCCN(C(=O)COC(=O)c1cccc(S(=O)(=O)N2CCCC2)c1)c1ccc(F)cc1	-2	8	3	-4	3	-1	-5	-1.1	0	6

entry	SMILES	TCR-CD3 inh	MBD2 DNA inh	PRMT1 FP inh	rCAG binder	HTRA1 inh	LEDGF integ inh	mABHD4 FP	PG9 Ab binder	Rev-erbA mod	UHRF1 MBD2 ctr
37	CCOc1ccc2nc(NC(=O)c3ccc(C)o3)sc2c1	-4	-7	1	4	-13	-4	4	1.3	-5	1
38	Cc1cc(OCC(=O)N2CCN(c3ncccn3)CC2)ccc1Cl	0	3	-2	-12	-2	-1	-1	-0.5	-1	-2
39	COC(=O)C(Cc1ccc(OC(=O)c2ccc(Cl)cc2)cc1)N1Cc2ccccc2C1=O (stereo unspecified)	-1	7	-2	2	-47	0	-7	-0.4	-4	-1
40	C=CCC[C@@H](Cc1ccc(F)cc1)C(=O)OC[C@@H](NC(=O)[C@@H](CC=C)CC(=O)N(CCO)Cc1ccccc1)c1ccccc1	-4	0	0	6	-62	-1	-36	-1.8	-2	1
41	CNC(=O)/C=C1\NC(C)(C)Cc2ccccc21	5	-2	41*	-1	0	1	-15	-2.3	-1	1
42	C=CCN1C[C@H](COC(=O)c2cccc(C)c2)Oc2cccc(F)c2S1(=O)=O	-4	-4	-3	2	.	-2	-4	0.0	7	1
43	COc1ccc(NC(=O)CN(C)C(=O)Cc2c(C)nc3ccccc3c2C)cc1	-2	0	-1	2	-4	-2	6	0.7	1	0
44	COc1cccc(-c2csc(N3CCN(Cc4ccccc4)CC3)n2)c1	6	-3	1	8	-10	-1	3	-1.0	-6	-4
45	COc1ccc(NC(=O)c2cc(-c3ccc4c(c3)OCO4)on2)cc1OC	3	0	-2	0	2	4	-7	-0.3	1	0
46	CCc1nc(Nc2ccccc2)c2oc3ccccc3c2n1	10	1	0	7	-45	-2	-11	1.0	7	0
47	CCCc1c(O)nc(SCC(=O)NCCc2ccc(OC)c(OC)c2)[nH]c1=O	-3	3	-2	1	7	1	3	-1.7	-5	-6
48	CCN(CC)C(=O)c1ccccc1NC(=O)CN1C(=O)c2ccccc2C1=O	0	-2	1	-1	3	1	5	-0.8	5	1

entry	SMILES	TCR-CD3 inh	MBD2 DNA inh	PRMT1 FP inh	rCAG binder	HTRA1 inh	LEDGF integ inh	mABHD4 FP	PG9 Ab binder	Rev-erbA mod	UHRF1 MBD2 ctr
49	O=C(CN1CCN(Cc2ccccc2)CC1)N1CCCc2c1c(=O)oc1ccc(O)cc21	0	-3	0	0	-28	0	3	0.1	5	-1
50	CN(C)C(CNS(=O)(=O)c1ccc(Cl)cc1)c1cccnc1 (stereo unspecified)	-8	0	3	0	2	-1	-4	0.7	-5	-1
51	CCn1c(SCC(=O)N2CCCC2)nnc1-c1ccc(N)cc1	1	5	2	-4	8	-4	0	0.9	0	2
52	O=C(COc1ccc(Br)cc1)Nc1nnc(C2CC2)s1	-7	6	5	4	-3	-3	-10	-0.2	2	4
53	Cc1cc(N2CCN(C)CC2)nc2ccc(NC(=O)CCC(=O)NCCC(C)C)cc12	-9	1	4	-8	-2	-1	-2	2.0	8	5
54	Cc1cc(NC(=O)CS(=O)(=O)c2cn(Cc3cccc(Cl)c3)c3ccccc23)no1	-10	-7	-3	5	.	8	-17	0.2	-5	1
55	COC(=O)c1cc(Br)c(=O)n(CCN(C(C)C)C(C)C)c1	5	5	0	-2	-2	-1	-5	-0.6	1	0
56	CCOC(=O)C1=C(COC(=O)c2cccc(Br)c2)NC(=O)NC1C (stereo unspecified)	8	-6	-1	-1	6	4	1	-1.1	0	-2
57	O=C(NCc1ccccc1)C1CCCN1S(=O)(=O)c1cccc2cccnc12 (stereo unspecified)	0	1	5	-1	0	-5	2	-0.4	6	1
58	Cc1ccc(S(=O)(=O)Oc2ccccc2-c2ccccc2)cc1	-4	-8	-5	6	-16	5	-8	-3.6	4	0
59	COc1ccc(-c2csc3ncnc(N4CCN(S(=O)(=O)c5cccc(Br)c5)CC4)c23)cc1	6	-3	-3	4	0	3	2	6.7	16*	-3

Complete entries, looked up by structure. Screens in order: TCR-CD3 inh	MBD2 DNA inh	PRMT1 FP inh	rCAG binder	HTRA1 inh	LEDGF integ inh	mABHD4 FP	PG9 Ab binder	Rev-erbA mod	UHRF1 MBD2 ctr
Cc1ccc(S(=O)(=O)Oc2ccccc2-c2ccccc2)cc1 in the list: -4	-8	-5	6	-16	5	-8	-3.6	4	0
Cc1cc(N2CCN(C)CC2)nc2ccc(NC(=O)CCC(=O)NCCC(C)C)cc12 in the list: -9	1	4	-8	-2	-1	-2	2.0	8	5

Screening results: PubChem BioAssay, several laboratories
